# Bioassay records as filed in PubChem BioAssay.
# Pol beta inh = blocks human DNA polymerase beta activity. Pol beta primer extension/strand displacement, fluorescence kinetic. Potency, µM (series often up to 114 µM), for the others: at the highest dose activity change, negative = inhibition, hits mostly inhibitors. hit rate 1.3% among 340,000; also: potency is read from the fitted curve at half-maximal effect; % is scaled to controls: 0 for no effect and ±100 for the full control effect
#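 Pol beta (10 nM) and compounds were preincubated 15 min at room temperature, then 50 nM substrate (final) started primer extension/strand displacement. Reads were taken at 0 and 10 min; concentration-response data were fitted to a four-parameter Hill equation.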
# GRP78 ERSR act = induces the endoplasmic reticulum stress response in human glioma cells; U87-MG GRP78 promoter luciferase reporter, 16 h; Potency, µM, without a hit: top-dose activation, usual class: activators; hit rate 0.02% among 420,000; AID 602332; also: potency is read from the fitted curve at half-maximal effect; series mostly up to about 76 µM; % of control where 0% means no effect; nearly all actives have a fitted effect of over 35% in size
#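 ERSR induction read as luciferase luminescence (Bright-Glo, 10 min at room temperature) in stably transfected human U87-MG glioma cells exposed to compounds for 16 h, using GRP78 as sensor.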
# BLM inh = Bloom syndrome helicase (human) inhibition. P54132. recombinant BLM DNA unwinding, fluorescence dequenching. Potency, µM (top dose mostly 56.1 µM), for the others: top-dose activity change, negative = inhibition, most hits filed as inhibitors. hit rate 0.2% among 350,000. AID 2528;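 also: potency is read from the fitted curve at half-maximal effect; plate controls were vehicle for no effect and no enzyme for full effect; nearly all actives have a fitted effect of over 35% in size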
# LDHA inh = blocks human lactate dehydrogenase A | P00338 | activity change, % (values are at about 110 or 230 µM) | hit rate 0.15% among 480,000 | AID 1347041 | purified LDHA, NADH/diaphorase-resazurin fluorescence; hits give low values; in the data active = activity change below about -30%; inconclusive = mostly about -25% to -30%;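 also: plate controls were DMSO wells for no effect and wells without enzyme for full effect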
#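 Remaining NADH was detected by diaphorase (0.133 mg/mL) converting 37 µM resazurin to fluorescent resorufin, read at 0 and 20 minutes. The preceding 5-minute room-temperature reaction used 2 nM LDHA, 0.2 mM sodium pyruvate and 0.06 mM NADH at pH 7.4.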
# APE1 inh = inhibitors of human APE1 endonuclease; P27695; recombinant APE1, TAMRA/BHQ-2 abasic DNA cleavage fluorescence; Potency, µM (series often up to 65.8 µM), for inactives: at the highest dose activity change, negative = inhibition, most hits filed as inhibitors; hit rate 0.35% among 350,000; AID 2517;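 also: potency is read from the fitted curve at half-maximal effect; plate controls were vehicle for no effect and reference inhibitor for full effect; nearly all actives have a fitted effect of over 55% in size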
#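 Enzyme (0.75 nM final) and test compound are incubated 15 min at room temperature before adding 50 nM quenched THF abasic-site duplex. Cleavage dequenches TAMRA, followed at 525/598 nm over three reads one minute apart.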
# Anesthetic bind = binds horse apoferritin like a general anesthetic; apoferritin/1-aminoanthracene competitive binding, fluorescence; Potency, µM (doses to about 77.5 µM), for the others: top-dose activity change, negative = displacement, hits mostly inhibitors; hit rate 0.074% among 350,000; AID 485281; also: potency is read from the fitted curve at half-maximal effect; % is scaled to controls: 0 for no effect and ±100 for the full control effect; nearly all actives have a fitted effect of over 20% in size
# Target sequence (P02791 2-175 limits assumed): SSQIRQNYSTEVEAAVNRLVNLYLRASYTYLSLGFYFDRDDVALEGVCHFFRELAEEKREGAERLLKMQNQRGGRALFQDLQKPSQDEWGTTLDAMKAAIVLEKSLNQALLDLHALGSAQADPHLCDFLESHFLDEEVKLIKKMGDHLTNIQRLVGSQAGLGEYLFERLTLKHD
#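 Concentration-response curves derived by four-parameter Hill fitting of normalized fluorescence, where compounds displaced 1-AMA from 10 uM horse apoferritin following a brief 10 min room-temperature incubation; propofol titration acted as positive control.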
# POLH inh = DNA polymerase eta (human) inhibition; Q9Y253; Potency, µM (highest dose often 114 µM), without a hit: top-dose activity change, negative = inhibition, most hits filed as inhibitors; recombinant Pol eta, fluorescent DNA replication assay; AID 588591; hit rate 1.2% among 390,000; also: potency is read from the fitted curve at half-maximal effect; % is scaled to controls: 0 for no effect and ±100 for the full control effect
# Target sequence (Q9Y253 whole entry, looked up): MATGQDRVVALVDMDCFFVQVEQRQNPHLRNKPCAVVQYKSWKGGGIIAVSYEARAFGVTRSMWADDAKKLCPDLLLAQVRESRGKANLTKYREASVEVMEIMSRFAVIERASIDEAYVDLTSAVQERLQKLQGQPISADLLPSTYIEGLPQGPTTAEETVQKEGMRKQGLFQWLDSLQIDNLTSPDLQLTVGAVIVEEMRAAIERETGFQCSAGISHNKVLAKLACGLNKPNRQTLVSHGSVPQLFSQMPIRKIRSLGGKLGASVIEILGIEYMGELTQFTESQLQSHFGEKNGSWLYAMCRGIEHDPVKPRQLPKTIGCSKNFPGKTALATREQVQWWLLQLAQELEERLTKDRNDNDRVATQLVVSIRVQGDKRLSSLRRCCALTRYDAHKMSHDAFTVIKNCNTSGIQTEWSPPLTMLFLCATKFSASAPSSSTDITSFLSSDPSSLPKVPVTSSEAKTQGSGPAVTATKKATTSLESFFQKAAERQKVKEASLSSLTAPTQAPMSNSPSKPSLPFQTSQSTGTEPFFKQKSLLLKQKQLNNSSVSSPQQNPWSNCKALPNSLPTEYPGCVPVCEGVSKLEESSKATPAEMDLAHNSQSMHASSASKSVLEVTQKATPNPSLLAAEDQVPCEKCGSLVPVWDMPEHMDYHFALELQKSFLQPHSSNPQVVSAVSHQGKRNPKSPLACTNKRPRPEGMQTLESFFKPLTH
#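 Pol eta at 10 nM preincubated with compounds 15 min at room temperature; reaction started with fluorescent substrate (50 nM final) and read kinetically at 0 and 10 min.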
# Pol iota inh = DNA polymerase iota (human) inhibition; hit rate 1% among 390,000; Potency, µM (doses to about 115 µM), inactives show at the highest dose activity, negative = inhibition, usual class: inhibitors; AID 588590; Pol iota fluorescent replication assay, 10 min; also: potency is read from the fitted curve at half-maximal effect
#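 Fluorescent replication assay read twice, at 0 min and 10 min after adding 50 nM (final) substrate. Enzyme (10 nM) and compounds were first incubated 15 min at room temperature; enzyme-free buffer wells were negative controls.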
# POLK inh = DNA polymerase kappa (human) inhibition; Q9UBT6; purified Pol kappa, fluorescent DNA synthesis assay, 10 min; Potency, µM (series often up to 107 µM), for the others: at the top dose activity, negative = inhibition, hits mostly inhibitors; hit rate 0.53% among 400,000; also: potency is read from the fitted curve at half-maximal effect; % is scaled to controls: 0 for no effect and ±100 for the full control effect
#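 Kinetic fluorescence screen: compound preincubated 15 min RT with 10 nM enzyme; 50 nM substrate (final) initiates; reads at 0/10 min.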
# The depositor's hits bear a star; ? = inconclusive; · = no result given; & = joins results of further samples; [ ] = another dose, or the depositor's remark. Unless noted, calls follow the shape of the dose curve; as a rule, active = well fitted curve in the direction sought with a large enough effect; inconclusive = small, poorly fitted or top-dose-only effect, or another doubt; inactive = no such curve, though single readings can be large; an effect the other way counts as inactive or inconclusive. Some of the compounds tested; count on the stated rates, not on these rows.
no.	SMILES	APE1 inh	Pol iota inh	LDHA inh	POLH inh	GRP78 ERSR act	POLK inh	BLM inh	Anesthetic bind	Pol beta inh
1	Cc1ccccc1NC(=O)NNC(=O)COc1ccc2ccccc2c1	35%	?	-3	-12%	-6%	-14%	-3%	-10%	16µM*
2	c1nc2ccc(Cc3ccc4nc[nH]c4c3)cc2[nH]1	26%	-19%	-14	-1%	-1%	-1%	-2%	-4%	39%
3	CCCCn1c(N)c(N(CCOC)C(=O)c2c(C)noc2C)c(=O)[nH]c1=O	8%	73%[activator]	-3	-19%	-3%	-3%	·	·	·
4	CC(C)OC(=O)c1cc(C(=O)c2cc(Br)ccc2O)coc1=N	-4%	157%[activator]	2	7%	-2%	-16%	-2%	?	-10%
5	O=[N+]([O-])c1cc2c(cc1Br)CCN2	0%	10%	-3	-13%	1%	8%	-4%	?	35%
6	Cc1nc(N2CCN(Cc3ccccc3)CC2)c(C#N)c2c1COC(C)(C)C2	4%	5%	-2	-14%	-2%	-11%	-11%	4%	46%
7	Cn1c(=O)c2c(nc(N/N=C/c3ccc(OC(=O)c4ccco4)cc3)n2Cc2ccc(F)cc2)n(C)c1=O	2%	51%[activator]	-3	-8%	0%	-15%	-16%	-18%	-14%
8	O=C1/C(=C/c2cccs2)SC(=S)N1c1cccc(O)c1	-4%	27%	-7	-7%	6%	6%	-12%	-20%	-7%
9	CCOC(=O)N1CCC(NC(=O)c2cc(C(=O)Nc3ccc(S(=O)(=O)N4CCCCC4)cc3)ccc2CO)CC1	4%	27%	-5	3%	-4%	1%	-5%	-8%	-22%
10	COc1ccc2[nH]cc(CCNc3cc(-c4ccccc4C(F)(F)F)ncn3)c2c1	18%	·	·	·	-1%	-2%[60.1 µM]	-7%	-18%	·
11	CCOc1ccccc1NC(=O)c1c(NC(=O)c2ccccc2)sc2c1CCCC2	·	20%	-1	-21%	-3%	5%	-2%	-2%	-1%
12	CCOC(=O)c1c(NC(=O)c2cccc(N3C(=O)CCC3=O)c2)sc(C)c1C	3%	0%	-6	4%	-2%	-3%	-1%	-5%	14%
13	CC[n+]1c(/C=C/Nc2ccccc2)oc2ccc(OC)cc21	-4%	8%	11	-18%	-1%	-12%	4%	-18%	-16%
14	O=C(NC1CCCCC1)C1CCCN1S(=O)(=O)c1ccc(F)cc1 (stereo not given)	13%	20%	-19	-3%	-6%	-8%	-2%	-1%	-3%
15	O=C(NCc1ccccn1)c1ccc(CNS(=O)(=O)c2cccc(C(F)(F)F)c2)cc1	17%	105%[activator]	-3	-15%	-5%	1%	-1%	-6%	-3%

# Pol beta inh: hit marks shown above.
no.	Compound	APE1 inh	Pol iota inh	LDHA inh	POLH inh	GRP78 ERSR act	POLK inh	BLM inh	Pol beta inh
1	Cc1ccccc1NC(=O)NNC(=O)COc1ccc2ccccc2c1	35%	?	-3	-12%	-6%	-14%	-3%	16µM*

# More structures:
no.	SMILES	APE1 inh	Pol iota inh	LDHA inh	POLH inh	GRP78 ERSR act	POLK inh	BLM inh	Anesthetic bind	Pol beta inh
16	CCCOc1ccc(-c2c(=O)n(O)c3ccccc3[n+]2[O-])cc1	3%	69%[activator]	-6	-1%	3%	-10%	1%	-4%	31%
17	O=C(CSc1nnc2ccc(-c3ccccn3)nn12)Nc1ccccc1	-10%	18%	-5	-6%	-1%	-8%	·	·	·
18	Cc1ccc(S(=O)(=O)N(C)C)cc1NC(=O)COC(=O)COc1ccc2c(C)cc(=O)oc2c1	14%	18%	1	-4%	-2%	-5%	·	·	·
19	Cc1nc2sc(C(c3ccccc3)N3CCOCC3)c(O)n2n1 (stereo not given)	-3%	24%	-1	-3%	-3%	-4%	2%	1%	-7%
20	CCC(CC)c1nnc(NC(=O)CS(=O)(=O)c2ccc(C)cc2)s1	28%	36%[activator]	-4	-7%	0%	-4%	-4%	-18%	22%
21	COc1ccc(N2CCN(C(=O)c3cccc(NC4=NC5CS(=O)(=O)CC5S4)c3)CC2)cc1 (stereo not given)	10%	-16%	-6	-18%	3%	-15%	-2%	-1%	7%
22	O=C(N/N=C/c1ccccn1)c1cc(-c2cccc3ccccc23)n[nH]1	-4%	31%	-1	14%	2%	-2%	-6%	-12%	1%
23	COc1ccc(CNC(=O)COCc2cc(-c3cccs3)on2)cc1	·	17%	-1	-21%	-4%	-13%	-1%	-2%	-28%
24	CCN(CC)C(=O)c1cc2c(=O)n3cccc(C)c3nc2s1	7%	120%[activator]	-2	-17%	-2%	-7%	1%	76%[activator]	47%
25	O=C(Nc1cccc(C(=O)N2CCCCC2)c1)c1ccccc1	·	2%	-2	-11%	3%	19%	·	·	·
26	O=C1/C(=C\c2ccco2)SC(=S)N1Cc1ccccc1	?	-2%	7	?	3%	-11%	-22%	-22%	?
27	O=C(NC(=S)N1CCN(CCO)CC1)C12CC3CC(CC(C3)C1)C2	0%	39%[activator]	-3	-19%	-3%	-12%	-13%	-1%	5%
28	O=c1c(-c2cccc(Cl)c2)c[nH]n1-c1ccccc1	-3%	113%[activator]	-4	-21%	-1%	-2%	1%	12%	20%
29	CC(C)NC(=S)N/N=C/c1ccc2c(c1)OCCO2	-6%	7%	0	-20%	-2%	0%	-2%	7%	1%
30	COc1cc(NC(=O)c2cccnc2)c(Cl)cc1NC(=O)c1ccc(Cl)cc1	8%	2%	-2	-12%	-4%	-7%	-6%	-4%	25%
31	CCN1CCN(C(=S)c2ccc(OCC(=O)NCc3ccccc3)cc2)CC1	-5%	31%[activator]	-8	-16%	-2%	3%	-1%	-10%	-1%
32	C[C@H](NC(=O)c1nc[nH]c1C(=O)N[C@@H](C)C(=O)OC(C)(C)C)C(=O)OCc1ccccc1	-13%	44%[activator]	1	-23%	-3%	-19%	-8%	-19%	?
33	Cc1c(C)n2c(SCC(=O)N3CCCCC3)nnc2[nH]c1=O	19%	52%[activator]	0	-15%	-1%	3%	·	·	·
34	Cc1csc(SCC(=O)NCc2ccccc2Cl)n1	1%	121%[activator]	-4	-4%	1%	-11%	-3%	-8%	15%
35	COc1ccccc1N1CCN(S(=O)(=O)c2c(C)sc3ncn(CC(=O)N(C)c4ccc(Cl)cc4)c(=O)c23)CC1	·	-3%	-4	-19%	0%	-1%	-10%	-7%	5%
36	Cc1cccc(C(=O)Nc2nnc(C3=COCCO3)o2)c1	-4%	89%[activator]	0	1%	-6%	3%	-1%	-12%	13%
37	Cc1cc(N)n2ncc(-c3ccccc3)c2n1	0%	-9%	-7	-6%	4%	-6%	-2%	-4%	-16%
38	COc1ccc(Cc2nnc(SCC(=O)Nc3c(C)cccc3C)[nH]c2=O)cc1	6%	6%	-7	-5%	-2%	-11%	·	·	·
39	Cc1ccc(N2C(=O)C3C(C2=O)C2C=CC3C23CC3)cc1 (stereo not given)	-3%	18%	-2	-4%	1%	2%	-4%	?	3%
40	CC(c1nnc(SCC(=O)Nc2sccc2C#N)n1-c1ccc(Cl)cc1)N(C)C (stereo not given)	-2%	?	-8	9%	3%	-10%	-1%	-5%	2%
41	CN(Cc1ccccc1)C(=O)c1ccc(NC(=O)Cc2ccc(NC(=O)C3CCCN(S(=O)(=O)c4cccc([N+](=O)[O-])c4)C3)cc2)cc1 (stereo not given)	·	1%	-3	2%	-2%	-4%	·	·	·
42	Cc1ccc2nc(Cl)c(C3CC(c4ccco4)=NN3S(C)(=O)=O)cc2c1 (stereo not given)	-9%	25%	0&-3	-22%	0%	0%	-7%	2%	-17%
43	Cc1cc(/C=N/NC(=O)c2ccc(O)cc2)c(C)n1CC(C)C	13%	7%	-2	-8%	5%	2%	-9%	-11%	-10%
44	O=C(CN1C(=O)NC(Cc2ccccc2)C1=O)Nc1ccc(OC(F)(F)F)cc1 (stereo not given)	31%	-9%	1	-15%	-4%	8%	·	·	·
45	O=C(Nc1ccc(Cl)cc1)N1CCSCC1	-1%	35%[activator]	-1	-2%	1%	-21%	-4%	-19%	23%
46	CCCCOc1cccc(C(=O)Nc2ccc(S(=O)(=O)Nc3nnc(CC)s3)cc2)c1	12%	24%	-1	-15%	-4%	-9%	-10%	-16%	7%
47	CCN(CC)S(=O)(=O)c1ccc(Cl)c(C(=O)NCc2ccco2)c1	3%	-14%	-2	4%	-1%	-10%	-1%	-1%	-7%
48	O=C(O)c1cc(-c2ccc(/C=c3\sc4nc5ccc(Br)cc5n4c3=O)o2)ccc1Cl	2.7µM*	·	·	·	·	·	-27%	-3%	1.6µM*
49	COc1ccc(C(=O)N/C(=C\c2cccs2)c2nc3ccccc3[nH]2)cc1OC	-10%	-4%[58.9 µM]	-4	-12%	-3%	-7%	-2%	·	14%
50	CC(C)C(=O)N1CCN(c2ccccc2NC(=S)NC(=O)c2cccs2)CC1	-7%	8%	1	-19%	-4%	11%	-13%	-15%	-7%
51	CS(=O)(=O)c1ccc(Cl)c(NC(=O)COC(=O)Cc2c[nH]c3ccccc23)c1	5%	12%	-4	-19%	-2%	3%	·	·	·
52	O=C(CC1NCCNC1=O)Nc1ccccc1F (stereo not given)	·	3%	1	-12%	0%	11%	-3%	-8%	10%
53	Cc1ccc(NC(=S)N(CCN2CCOCC2)Cc2cc3cc4c(cc3[nH]c2=O)OCO4)cc1	8%	16%	0	-24%	0%	0%	-5%	-9%	-4%
54	CCN(CC(=O)Nc1cc(Cl)ccc1C)C(=O)COc1cccc2c1OC(C)(C)C2	19%	10%	0	-7%	-5%	-3%	-2%	-15%	21%
55	O=C(c1cc2ccccc2oc1=O)N1CCCN(C(=O)c2cc3ccccc3oc2=O)CC1	·	31%[activator]	-4	-17%	2%	2%	·	·	·
56	COc1ccc(-c2nc(C#N)c(NCCc3ccccc3)o2)cc1	8%	-12%	3&-7	-2%	2%	-10%	3%	-7%	4%
57	CN1/C(=C\C=N\NC(=O)c2ccc(O)cc2)C(C)(C)c2ccccc21	-8%	11%	2	-6%	-2%	-22%	0%	-10%	-1%
